# CCHFV vOTU inh – CCHFV vOTU protease inhibition. Pep-AMC fluorescence. inhibition, % at 11.5 µM. 370,000 tested, 0.55% active. AID 651958; further: 0% = vehicle wells with enzyme and 100% = no enzyme wells
# FadD28 binding – inhibitors of Mycobacterium tuberculosis FadD28 bisubstrate binding | 360,000 tested, 0.22% active | inhibition, % at 12.5 µM | FadD28 bisubstrate probe binding, fluorescence polarization; in the data active means inhibition above about 8.5%, passing the limit was not always enough; inconclusive means no clear call, values can overlap the other calls
# GDH-TPI counter – inhibits GDH-TPI coupling enzymes, artifact for Mtb FBA screen. GDH-TPI coupled enzyme counterscreen, NADH absorbance. inhibition, % at 4.8 µM. 360,000 tested, 1.2% active;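 further: 0% = DMSO wells and 100% = wells lacking the enzyme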
# BioA inh – blocks M. tuberculosis BioA enzyme activity | inhibition, % at 9.99 µM | 360,000 tested, 0.096% active | purified M. tuberculosis BioA enzyme, plate reader; in the data active means inhibition above about 40%; inconclusive means no clear call, values can overlap the other calls
# Mtb UGM inh – inhibitors of M. tuberculosis UDP-galactopyranose mutase. P9WIQ1. purified UGM, fluorescence polarization probe displacement. inhibition, % at 10 µM. 320,000 tested, 0.06% active; in the data active means inhibition above about 10%, passing the limit was not always enough; inconclusive means no clear call, values can overlap the other calls
# Target sequence (P9WIQ1 whole entry, looked up): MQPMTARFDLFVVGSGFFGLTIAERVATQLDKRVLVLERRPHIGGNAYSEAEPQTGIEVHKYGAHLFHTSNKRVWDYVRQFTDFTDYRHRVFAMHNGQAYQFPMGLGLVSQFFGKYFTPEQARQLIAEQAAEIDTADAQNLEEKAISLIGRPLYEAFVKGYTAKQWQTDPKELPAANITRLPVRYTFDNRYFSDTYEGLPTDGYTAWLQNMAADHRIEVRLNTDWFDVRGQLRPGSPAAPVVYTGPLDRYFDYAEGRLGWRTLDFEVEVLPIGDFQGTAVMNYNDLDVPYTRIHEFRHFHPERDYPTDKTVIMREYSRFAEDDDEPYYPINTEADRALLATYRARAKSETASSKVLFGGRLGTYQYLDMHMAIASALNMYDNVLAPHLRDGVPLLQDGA
# BoNT-F LC inh – BoNT F light chain protease inhibition. Multiplex microsphere protease cleavage assay, flow cytometry. inhibition, % at 10 µM. 360,000 tested, 0.22% active; in the data active means inhibition above about 35%, passing the limit was not always enough; inconclusive means no clear call, values can overlap the other calls; further: plate controls were buffer without enzyme for full effect and enzyme alone for no effect
# BoNT-A LC inh2 – inhibitors of Botulinum neurotoxin A light chain protease; multiplex microsphere protease substrate cleavage, flow cytometry; inhibition, % at 10 µM; 360,000 tested, 0.17% active; in the data active means inhibition above about 30%; inconclusive means no clear call, values can overlap the other calls; further: plate controls were buffer without enzyme for full effect and enzyme alone for no effect
# PrPC surface inh – inhibitors of human cell surface prion protein PrPC; P04156; AID 720596; TR-FRET read-out; 370,000 tested, 0.43% active; inhibition, % at 13.8 µM; in the data active means inhibition above about 24%; further: 0% = median of the test wells and 100% = reference compound wells
# FBA Mtb inh – inhibits M. tuberculosis FBA enzyme | P9WQA3 | purified M. tuberculosis FBA, fluorescence read-out | inhibition, % at 1 µM | 360,000 tested, 2.3% active; in the data active means inhibition above about 27%;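 further: 0% = vehicle and 100% = reference inhibitor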
# Target sequence (P9WQA3 whole entry, looked up): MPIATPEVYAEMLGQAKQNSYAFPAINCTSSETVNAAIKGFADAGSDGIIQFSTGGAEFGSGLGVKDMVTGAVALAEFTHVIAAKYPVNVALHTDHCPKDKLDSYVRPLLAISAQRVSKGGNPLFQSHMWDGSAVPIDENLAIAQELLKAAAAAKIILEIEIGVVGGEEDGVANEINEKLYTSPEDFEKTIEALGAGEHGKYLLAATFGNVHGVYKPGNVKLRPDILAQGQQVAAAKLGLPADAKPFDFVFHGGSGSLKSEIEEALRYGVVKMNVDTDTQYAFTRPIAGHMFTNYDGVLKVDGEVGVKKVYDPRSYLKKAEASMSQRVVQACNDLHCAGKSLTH
# Active calls of the source: *; ? = inconclusive; . = no result given; + = active, no number. Unless noted, no stated cut-off is given here; in the data, active means inhibition above about 30%; inactive means the rest.
SMILES,CCHFV vOTU inh,FadD28 binding,GDH-TPI counter,BioA inh,Mtb UGM inh,BoNT-F LC inh,BoNT-A LC inh2,PrPC surface inh,FBA Mtb inh
CCOC(=O)/C(C#N)=N/Nc1ccccc1C#N,7,1.2,16,-3.7,-2.7,-2,0.7,2,-2
O=C(Cn1c(C(F)(F)F)nc2ccccc21)N/N=C/c1ccco1,-8,-4.6,2,.,0.5,0,-0.5,-1,-6
Cc1nn(-c2ccccc2)c(N2CCCC2)c1/C=N/NC(=O)c1ccccc1O,4,-1.8,22,.,-2.2,-4,-0.2,0,0
Cc1ccc(-c2nn(-c3ccccc3)cc2C2CC(c3cccs3)=NN2C(=O)CCC(=O)O)cc1 (configuration not stated),24,-3.5,1,.,0.0,1,0.7,-2,5
O=C(COC(=O)c1ccc2ncsc2c1)NCc1cccc(Cl)c1,10,.,4,9.0,-0.8,-5,-1.0,2,3
S=C(Nc1ccccc1Cl)N1CCC(c2ccccc2)C1 (configuration not stated),-4,-1.2,9,.,-0.2,-11,-1.9,6,-1
CCN(Cc1ccc(OC)c(F)c1)C(=O)/C=C/c1ccc(S(=O)(=O)N2CCOCC2)cc1,3,1.3,9,-0.6,1.6,-7,1.9,0,2
O=S(=O)(c1cccc(-c2cn3ccccc3n2)c1)N1CCCCC1,13,-1.8,6,-0.3,0.7,-9,-0.7,3,5
COc1cc(OC)c(OC)cc1/C=C/c1ccnc2ccccc12,13,-1.9,6,.,.,-1,-0.4,2,-1
CC(C)(C)OC(=O)C[C@@H]1C/C=C\C[C@@H](CC(=O)N[C@H](CO)Cc2ccccc2)C(=O)NCCOC1=O,16,-2.2,5,-1.6,-0.8,-2,-0.2,2,0
O=C(NCc1ccc(Cl)cc1)C1CCCN(C(=O)c2ccc(Cl)cc2)C1 (configuration not stated),-1,.,1,1.2,-1.0,-3,-0.8,2,-5
CCCC(C)c1nnc(NC(=O)c2cc(C(=O)OC)cc([N+](=O)[O-])c2)s1 (configuration not stated),-2,0.3,26,1.4,2.7,-2,?,-3,-1
Cc1ccc(-n2c3c(c(=O)[nH]c2=O)C(NS(=O)(=O)c2ccc(C)cc2)(C(F)(F)F)C(=O)N3)cc1 (configuration not stated),2,-2.9,6,0.0,-3.1,3,0.1,5,2
CC(C)N(NC(=O)c1cccc2ccccc12)C(C)C,5,-3.1,15,.,-1.3,-1,0.4,2,-2
C/C(=N\NC1=NCCN1)c1ccccc1,-7,-3.4,-4,0.0,-0.5,2,0.4,-2,2
N#Cc1cc(Sc2ccccn2)c([N+](=O)[O-])cc1C#N,-11,-2.2,16,-0.6,0.0,-5,3.7,-7,0
CC[C@H](C)[C@H](NC(=O)CNC(=O)COc1cc2c(c3oc(=O)cc(C)c13)CCC(C)(C)O2)C(=O)O,-240,-4.1,-2,1.4,-2.1,23,1.2,-7,+
CC(=O)c1ccc([N+](=O)[O-])cc1,0,-1.7,0,0.0,1.0,-7,0.1,-3,2
CC(C)(C)CN1CCC(Oc2cccc(C(=O)NCCCOc3cccnc3)c2)CC1,5,0.3,8,-0.5,0.4,14,2.5,-1,5
COc1cc(C2CC(C(F)(F)F)n3ncc(C(=O)O)c3N2)cc(OC)c1OC (configuration not stated),-3,-2.2,-4,.,-2.0,-29,-2.1,-3,2

# Ordered by molecular weight (high to low): part of the list above.
SMILES,CCHFV vOTU inh,FadD28 binding,GDH-TPI counter,BioA inh,Mtb UGM inh,BoNT-F LC inh,BoNT-A LC inh2,PrPC surface inh,FBA Mtb inh
CC(C)(C)OC(=O)C[C@@H]1C/C=C\C[C@@H](CC(=O)N[C@H](CO)Cc2ccccc2)C(=O)NCCOC1=O,16,-2.2,5,-1.6,-0.8,-2,-0.2,2,0
CC[C@H](C)[C@H](NC(=O)CNC(=O)COc1cc2c(c3oc(=O)cc(C)c13)CCC(C)(C)O2)C(=O)O,-240,-4.1,-2,1.4,-2.1,23,1.2,-7,+
CCN(Cc1ccc(OC)c(F)c1)C(=O)/C=C/c1ccc(S(=O)(=O)N2CCOCC2)cc1,3,1.3,9,-0.6,1.6,-7,1.9,0,2
CC(C)(C)CN1CCC(Oc2cccc(C(=O)NCCCOc3cccnc3)c2)CC1,5,0.3,8,-0.5,0.4,14,2.5,-1,5
COc1cc(C2CC(C(F)(F)F)n3ncc(C(=O)O)c3N2)cc(OC)c1OC (configuration not stated),-3,-2.2,-4,.,-2.0,-29,-2.1,-3,2
CCCC(C)c1nnc(NC(=O)c2cc(C(=O)OC)cc([N+](=O)[O-])c2)s1 (configuration not stated),-2,0.3,26,1.4,2.7,-2,?,-3,-1
O=C(COC(=O)c1ccc2ncsc2c1)NCc1cccc(Cl)c1,10,.,4,9.0,-0.8,-5,-1.0,2,3
O=S(=O)(c1cccc(-c2cn3ccccc3n2)c1)N1CCCCC1,13,-1.8,6,-0.3,0.7,-9,-0.7,3,5
O=C(Cn1c(C(F)(F)F)nc2ccccc21)N/N=C/c1ccco1,-8,-4.6,2,.,0.5,0,-0.5,-1,-6
COc1cc(OC)c(OC)cc1/C=C/c1ccnc2ccccc12,13,-1.9,6,.,.,-1,-0.4,2,-1
S=C(Nc1ccccc1Cl)N1CCC(c2ccccc2)C1 (configuration not stated),-4,-1.2,9,.,-0.2,-11,-1.9,6,-1
CC(C)N(NC(=O)c1cccc2ccccc12)C(C)C,5,-3.1,15,.,-1.3,-1,0.4,2,-2
CCOC(=O)/C(C#N)=N/Nc1ccccc1C#N,7,1.2,16,-3.7,-2.7,-2,0.7,2,-2
CC(=O)c1ccc([N+](=O)[O-])cc1,0,-1.7,0,0.0,1.0,-7,0.1,-3,2

# (next part)
SMILES,CCHFV vOTU inh,FadD28 binding,GDH-TPI counter,BioA inh,Mtb UGM inh,BoNT-F LC inh,BoNT-A LC inh2,PrPC surface inh,FBA Mtb inh
CCc1ccc(NS(=O)(=O)c2ccc3[nH]cc(C(=O)N4CCCCC4)c(=O)c3c2)cc1,-1,-1.6,11,5.3,2.4,13,-0.1,-3,6
COc1cc(C2NC(=O)NC(C)=C2C(=O)OC2CCCC(C)C2)ccc1O (configuration not stated),-2,-3.9,2,1.4,0.1,-1,0.1,5,0
S=C(c1ccc(N2CCCC2)c(Br)c1)N1CCCCC1,6,0.3,6,-1.6,0.8,-2,4.0,-3,-3
CC(=O)Nc1ccc(NC(=O)C2CC(=O)N(c3cccc(C)c3C)C2)cc1 (configuration not stated),14,-2.1,-8,0.6,-5.3,3,-0.2,-2,-1
COCCCNC(=O)c1ccc(Cn2c(=O)c3ccccc3n(Cc3cc(C)ccc3C)c2=O)cc1,-5,2.1,-2,.,0.1,0,-0.1,-9,2
Cc1ccccc1N1CCN(S(=O)(=O)N(C)C)CC1,-11,-0.7,-1,.,-1.6,-3,0.1,5,3
COc1ccc(OCC#CCN2CC(C)OC(C)C2)cc1 (configuration not stated),4,-0.6,7,.,-4.1,17,1.4,-6,0
Cc1ccc(CCNC(=O)C2CCCN(S(=O)(=O)c3cccc4nsnc34)C2)cc1 (configuration not stated),-3,-0.4,8,-1.4,-1.8,10,-0.2,2,1
O=C(COc1ccccc1)NCc1ccco1,10,0.1,11,-2.1,.,-3,-0.2,-3,1
CCOC(=O)Cn1nc(NC(=O)c2ccc3c(c2)OCO3)cc1C,15,-1.2,5,-1.1,0.4,-7,-0.1,-4,1
OCC1(CC2CCCCO2)CCN(Cc2nc3ccccc3[nH]2)CC1 (configuration not stated),20,-1.4,1,0.7,2.2,-1,1.9,0,2
Cc1ccc(S(=O)(=O)CCC(=O)Nc2ccc(F)cc2)cc1,-8,-1.9,-4,.,0.2,-2,0.1,1,4
O=C(/C=C/c1ccc(Cl)cc1Cl)NCCN1CCOCC1,-1,-3.7,11,0.9,-0.1,0,-0.9,-9,0
COC(=O)C(Cc1ccccc1)NCC(=O)Nc1cccc(Cl)c1C (configuration not stated),-6,-4.4,-7,.,-0.6,-18,-3.2,-1,-1
CC(=O)c1ccc2c3c(cccc13)C(=O)N(CCc1ccccc1)C2=O,-13,-0.1,14,-1.6,-0.6,9,1.6,0,-2
C=CCSc1nc2sc3c(c2c(=O)n1-c1ccc(C)cc1)CCN(C)C3,-27,-1.8,17,-0.1,-0.8,-5,36*,2,6
CCOC(=O)c1c(C)[nH]c(C)c1C(=O)CSc1nnc(-c2ccc(OC(F)F)cc2)o1,-9,-0.7,10,.,-0.6,8,-0.5,5,0
Cc1nnc(N/N=C/c2ccccc2O)n1N,97*,-0.9,0,.,1.3,0,-0.9,-5,-10
O=c1c(/C=N/N2CCOCC2)c(C(F)(F)F)[nH]n1-c1ccccc1,3,-2.1,-2,-0.1,-0.3,-3,-0.3,1,0
C/C(CC(=O)c1ccccc1)=N\NC(=O)CC#N,1,-3.7,-13,.,1.5,-8,-1.3,-4,-1
COc1ccccc1NC(=O)Cn1cnc2sc(C(=O)Nc3ccc(OC)c(OC)c3)c(C)c2c1=O,-1,-0.1,8,0.0,0.1,-5,-2.0,-5,-1
CCOc1ccccc1-c1nc(-c2ccncc2)no1,9,-4.3,9,1.0,-2.6,4,-0.6,-2,0
O=C(NCc1ccc(Cl)cc1)C1CCN(S(=O)(=O)c2ccc(F)cc2)CC1,19,-1.7,3,0.5,0.7,-6,1.2,0,1
CCN1CCN(c2nc3ccccc3n3cnnc23)CC1,9,-0.2,32*,.,1.2,-1,0.5,-5,-2
COC(=O)/C=C/C(=O)N1CCN(c2ccccc2C)CC1,4,-2.2,3,12,1.2,-10,-1.2,-2,2
CCc1nc2ccc(C(=O)NCCc3c[nH]c4ccccc34)cn2c1N(C)CCCc1ccccc1,19,-1.8,1,0.0,.,4,-0.1,-2,-1
COc1c(S(=O)(=O)NCCCN2CCOCC2)ccc(Cl)c1Cl,-12,-0.5,-1,0.8,2.0,-10,-1.9,-3,2
CCCS(=O)(=O)NC(=O)C1(C)CCN(C(=O)c2c(-c3ccccc3)noc2C)C1 (configuration not stated),12,-1.5,-3,0.3,.,-1,0.3,-3,1
O=C(CN(C(=O)CSc1nc2ccccc2o1)c1cccc(F)c1)NC1CCCCC1,-8,-2.4,0,0.3,0.5,5,-0.5,-6,1
C[C@H]1COC(=O)[C@H](CC(=O)OC(C)(C)C)C/C=C\C[C@@H](CC(=O)N[C@@H](CO)Cc2ccccc2)C(=O)N1,1,-1.6,-4,-1.1,-4.1,1,-0.7,0,2
COc1c(Cl)cc(Cl)cc1/C=N/n1cnnc1,-17,-0.7,4,.,1.7,7,0.9,-7,5
COc1ccc(NC(=O)CCNC(C)=O)cc1NS(=O)(=O)c1ccc(F)cc1,0,-3.1,3,-1.4,-1.4,1,0.5,-4,0
Cn1cc(C(=O)N2CCN(C(=O)c3ccco3)CC2)c2c3ccccc3n(C)c2c1=O,-20,-0.6,15,13,-1.0,5,2.3,-8,37*
COc1ccc(C2CC(c3ccccc3)=NN2C(=O)CCC(=O)O)cc1 (configuration not stated),3,0.4,-2,-1.7,3.3,8,-1.9,0,0
COc1ccccc1CNC(=O)COC(=O)c1ncc(Cl)c(Cl)c1Cl,-4,-4.1,-8,-0.8,-1.1,?,?,1,1
CCc1ccc(-c2cc(C)no2)cc1S(=O)(=O)N1CCN(c2ccccc2F)CC1,-14,-3.0,-4,0.5,0.6,-1,-0.9,-5,1
CCCCOc1ccc(/C=C2/Sc3ccccc3C2=O)cc1,4,-1.8,3,-3.3,?,-7,8.9,-7,-3
O=C(C#Cc1ccccc1)c1ccc([N+](=O)[O-])cc1,11,-3.1,20,0.4,.,-10,-0.7,-1,4

# Screening results as filed in PubChem.
